# Screens: PubChem BioAssay, several laboratories
# Runt-SMMHC FRET = blocks binding of human RUNX1 Runt domain to CBFb-SMMHC; Q01196+Q13951; Cerulean-Runt/Venus-CBFb-SMMHC FRET ratio 530/480, 1 h; inhibition, % at 20 µM; hit rate 0.74% among 220,000;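 active = mean inhibition across duplicate retests at 20 µM reaching about 50%, limit read from the data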;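 also: 0% = DMSO wells and 100% = wells with excess untagged CBFb-SMMHC; inhibitors lower the FRET ratio by blocking Runt binding to CBFb-SMMHC; some results filed as inactive read as strong as hits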
# KLK5 inh = blocks human kallikrein 5 protease activity; Q9Y337; recombinant hK5, fluorogenic AMC substrate cleavage; inhibition, % at 5 µM; hit rate 0.59% among 210,000;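 active = inhibition of 40% or more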;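 also: 0% = enzyme controls without compound and 100% = no-enzyme blanks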
# Target sequence (Q9Y337 67-293 limits assumed): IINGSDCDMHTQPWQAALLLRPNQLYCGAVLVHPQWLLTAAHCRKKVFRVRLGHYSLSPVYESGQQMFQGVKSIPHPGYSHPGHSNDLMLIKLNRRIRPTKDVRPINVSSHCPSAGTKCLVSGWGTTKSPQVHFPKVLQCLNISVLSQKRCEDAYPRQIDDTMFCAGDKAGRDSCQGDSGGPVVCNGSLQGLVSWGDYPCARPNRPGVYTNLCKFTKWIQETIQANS
# Hck-Nef inh = blocks Nef-activated human Hck kinase | hit rate 0.68% among 220,000 | Recombinant Hck-YEEI plus Nef, Z-Lyte FRET kinase assay | inhibition, % at 20 µM | P08631;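 active = Hck-Nef kinase inhibition above about 50%, limit read from the data; inactive = inhibition below that limit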;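 also: 0% = DMSO with Hck plus Nef and 100% = Hck alone without Nef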
# Target sequence (P08631 whole entry, looked up): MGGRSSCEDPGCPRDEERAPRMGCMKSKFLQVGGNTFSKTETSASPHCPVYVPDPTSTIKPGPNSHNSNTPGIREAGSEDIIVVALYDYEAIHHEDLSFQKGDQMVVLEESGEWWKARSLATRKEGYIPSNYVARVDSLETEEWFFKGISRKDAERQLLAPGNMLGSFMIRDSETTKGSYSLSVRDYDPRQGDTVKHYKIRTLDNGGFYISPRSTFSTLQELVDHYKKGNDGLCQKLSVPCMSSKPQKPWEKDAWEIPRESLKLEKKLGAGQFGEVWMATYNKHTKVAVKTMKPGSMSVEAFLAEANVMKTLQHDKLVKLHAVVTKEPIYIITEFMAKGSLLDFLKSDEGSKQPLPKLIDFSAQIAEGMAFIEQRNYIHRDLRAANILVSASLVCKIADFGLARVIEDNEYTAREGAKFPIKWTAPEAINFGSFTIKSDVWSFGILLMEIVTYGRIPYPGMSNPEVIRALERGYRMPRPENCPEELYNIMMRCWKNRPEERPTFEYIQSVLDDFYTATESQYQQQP
# thrombin 1536 = inhibitors of human thrombin; alpha-thrombin, Boc-VPR-AMC fluorogenic substrate cleavage; inhibition, % at 5 µM; hit rate 0.26% among 220,000; AID 1046;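 active = inhibition at or above 40%; inactive = inhibition below 40%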;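 also: 0% = enzyme with no compound and 100% = wells without enzyme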
#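 Test system: human alpha-thrombin protein / Dosing: one concentration per compound, 5 µM, with 0.2% DMSO / Medium: pH 7.5 Tris-saline with Tween 20 / Benchmarks: no-compound enzyme wells and no-enzyme blanks / Read-out basis: percent inhibition of thrombin substrate cleavage / Timing: reaction at room temperature / Measured by: fluorescence, ex 355 nm, em 460 nm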
# 14-3-3 Bad PPI = disrupts binding of bovine 14-3-3 zeta to phospho-Bad peptide; hit rate 0.71% among 220,000; inhibition, % at 21.7 µM; AID 781; P63103; TR-FRET 14-3-3zeta/Dy647-pBad peptide displacement, 1 h;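 active = inhibition above about 70%, limit read from the data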;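 also: 0% = full 14-3-3 plus peptide FRET controls and 100% = background without 14-3-3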
# Target sequence (P63103 whole entry, looked up): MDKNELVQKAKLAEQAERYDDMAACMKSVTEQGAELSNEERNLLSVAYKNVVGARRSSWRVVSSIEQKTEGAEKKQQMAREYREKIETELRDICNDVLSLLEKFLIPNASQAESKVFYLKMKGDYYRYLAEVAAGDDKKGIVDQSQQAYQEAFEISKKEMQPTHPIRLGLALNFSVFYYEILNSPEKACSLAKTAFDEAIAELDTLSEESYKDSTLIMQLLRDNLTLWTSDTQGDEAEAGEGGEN
# Runt-CBFb FRET = Runt domain-CBFb interaction inhibition | Q01196+Q13951 | Cerulean-Runt/Venus-CBFb FRET ratio 530/480, 1 h | inhibition, % at 20 µM | hit rate 0.46% among 220,000;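 active = inhibition over about 50% at 20 µM in the single-dose screen, limit read from the data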;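 also: 0% = DMSO wells and 100% = excess unlabeled CBFb competitor control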
#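 Reagent – Venus-CBFb binding partner, 100 nM · Assay system – Cerulean-tagged RUNX1 Runt domain (FRET donor) fusion protein · Input – 100 nM per protein · Incubation – two 1 h room-temperature incubations shielded from light · Measured by – FRET fluorescence · Medium – Tris buffer pH 7.5 with salts and BSA · Benchmarks – unlabeled CBFb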
# Wee1 degr inh = blocks degradation of human Wee1 kinase. P30291. HeLa Luc-Wee1K328M stability, luciferase luminescence; 100% = proteasome inhibitor MG132 effect. reporter increase, % at 5 µM. hit rate 1.2% among 220,000;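 active = activation above the mean of all tested compounds plus 3 SD, set per screening run, cut at about 8.8% in these data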;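 also: cells exposed to compound for 20 h before luminescence read; 0% = DMSO alone and 100% = MG132 at 30 µM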
# FXIa inh 1536 = blocks human coagulation factor XIa protease activity | P03951 | purified FXIa, Boc-Glu-Ala-Arg-AMC fluorogenic substrate | inhibition, % at 5 µM | hit rate 0.14% among 220,000 | AID 798;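 active = inhibition of at least 40%; inactive = inhibition below 40%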;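 also: fluorescence of freed AMC excited at 355 nm; 0% = enzyme without compound and 100% = no enzyme blank; many of its hits are not listed in these tables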
# FXIIa inh = inhibitors of human coagulation factor XIIa; inhibition, % at 5 µM; purified FXIIa, Boc-QGR-AMC fluorogenic substrate, 2 h; P00748; AID 800; hit rate 0.3% among 220,000; in the data active = inhibition above about 40%;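 also: 0% = enzyme with no compound and 100% = blank without enzyme; many of its hits are not listed in these tables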
# * = called active by the depositor; . = no result given; [ ] = remark or other dose.
1: Cc1sc2ncnc(Nc3ccc(O)cc3)c2c1C
2: CCC(/C=N/NC(=O)CCCCC(=O)N/N=C/C(CC)CC)CC
3: Cc1ccc(-c2[nH]nc(N)c2N=Nc2cccc(Cl)c2C)cc1
4: CCCOc1ccc(CSCCNC(=S)Nc2ccccc2)cc1
5: COc1cccc(/C=C/C(=O)c2ccc[nH]2)c1
6: C/C(CC(=O)Nc1cccc2c1CCCC2)=N\NC(=O)COc1ccccc1
7: O=C(c1ccc2c(c1)OCO2)N1CCC2(CC1)Oc1ccc(F)cc1C(=O)C21CC(c2ccccc2)=NO1 (stereo not given)
8: CCOc1ccccc1OCCn1nnc2ccccc21
9: COc1ccc(CCNC(=O)C2CC(c3ccccc3C(F)(F)F)=NO2)cc1 (stereo not given)
10: Cc1ccc(SCC(=O)Nc2nccs2)cc1
assay / compound	1	2	3	4	5	6	7	8	9	10
Runt-SMMHC FRET	-3	1	-12	5	-4	1	-1	1	0	0
KLK5 inh	-2	-13	-3	0	-12	-7	5	-17	3	-19
Hck-Nef inh	18	3	0	2	3	2	23	4	25	-21
thrombin 1536	-5	-5	0	-7	-5	-4	6	4	-1	-5
14-3-3 Bad PPI	-2	-10	20	-6	-6	15	-5	82*	2	-2
Runt-CBFb FRET	0	-2	-8	-2	2	-2	-2	0	1	-1
Wee1 degr inh	-3	3	-1	-5	2	-2	.	4	.	0
FXIa inh 1536	1	6	4	4	7	7	7	9	-1	3
FXIIa inh	4	17	17	1	4	10	10	12	7	-4

# Values by screen from the entries so far.
# Compounds 1 to 10 in Runt-SMMHC FRET read -3, 1, -12, 5, -4, 1, -1, 1, 0, 0
# Compounds 1 to 10 in FXIIa inh read 4, 17, 17, 1, 4, 10, 10, 12, 7, -4

# Reformatted: entries from further up.
cpd | Runt-SMMHC FRET | KLK5 inh | Hck-Nef inh | thrombin 1536 | 14-3-3 Bad PPI | Runt-CBFb FRET | Wee1 degr inh | FXIa inh 1536 | FXIIa inh | molecule
6 | 1 | -7 | 2 | -4 | 15 | -2 | -2 | 7 | 10 | C/C(CC(=O)Nc1cccc2c1CCCC2)=N\NC(=O)COc1ccccc1
7 | -1 | 5 | 23 | 6 | -5 | -2 | . | 7 | 10 | O=C(c1ccc2c(c1)OCO2)N1CCC2(CC1)Oc1ccc(F)cc1C(=O)C21CC(c2ccccc2)=NO1 (stereo not given)
8 | 1 | -17 | 4 | 4 | 82* | 0 | 4 | 9 | 12 | CCOc1ccccc1OCCn1nnc2ccccc21
9 | 0 | 3 | 25 | -1 | 2 | 1 | . | -1 | 7 | COc1ccc(CCNC(=O)C2CC(c3ccccc3C(F)(F)F)=NO2)cc1 (stereo not given)
10 | 0 | -19 | -21 | -5 | -2 | -1 | 0 | 3 | -4 | Cc1ccc(SCC(=O)Nc2nccs2)cc1

# Later entries
11: CCOc1ccc(S(=O)(=O)N/N=C(\C)C2CCCCC2)cc1
12: O=C(Oc1cc(-c2ccccc2)no1)c1cccc(C(F)(F)F)c1
13: COc1cccc(/C=N/NC(=O)CCn2cnc3ccccc32)c1
14: CCOc1cc(C2C(C#N)=C(N)OC(C)=C2C(C)=O)cc(Br)c1O (stereo not given)
15: CCC(=O)N(CCC(Cc1ccccc1)c1ccc2c(c1)OCO2)Cc1ccccc1F (stereo not given)
16: O=C(Nc1ccc(F)cc1)c1ccccc1Oc1ccc(C(F)(F)F)cc1[N+](=O)[O-]
17: COCCn1c(-c2ccc(OC)cc2)nc2ccccc21
18: CNC(=O)CSCc1c(Cl)cccc1Cl
19: COc1ccc(C(=O)N2CCN(c3ncnc4c(-c5ccccc5)nsc34)CC2)cc1
20: Nc1[nH]n(-c2ccccc2)c(=O)c1N=Nc1ccccc1[N+](=O)[O-]
assay / compound	11	12	13	14	15	16	17	18	19	20
Runt-SMMHC FRET	-7	-6	-7	1	-2	5	0	2	-8	-6
KLK5 inh	-17	0	-5	-2	-4	-22	0	-8	-16	-10
Hck-Nef inh	1	-3	4	-1	1	1	0	-21	0	5
thrombin 1536	-16	-9	-7	-6	-6	-3	-3	-7	11	0
14-3-3 Bad PPI	-7	7[fluorescence artefact?]	0	7	9	-11	4	-10[fluorescence artefact?]	-11	12[fluorescence artefact?]
Runt-CBFb FRET	-2	-1	1	1	-5	0	2	3	-6	0
Wee1 degr inh	0	0	-2	-1	0	-1	0	1	-2	-3
FXIa inh 1536	-9	-5	-5	15	1	1	19	-10	0	-5
FXIIa inh	-8	-4	-3	17	15	10	16	0	6	8

21: COc1ccc(S(=O)(=O)Nc2c(C)c(C)cc3c2ncn3C)cc1
22: CCc1cc[n+](CC(=O)Nc2ccc(Cl)cc2Cl)cc1
23: O=C(COc1ccc(/C=N/NC(=O)C(=O)N2CCCCCC2)cc1)Nc1ccccc1Cl
24: CSc1ccccc1NC(=O)CN(C)CC(=O)Nc1cc(C)ccc1C
25: Cc1cc(C)c(C)c(S(=O)(=O)N[C@@H](C)C(=O)OC(C)C(=O)NC(N)=O)c1C (stereo not given in full)
26: Cc1nc(C#N)c(N/N=C/c2cccc(Cl)c2)o1
27: COP(=O)(/C=C/c1ccccc1)C(O)c1ccc(F)cc1 (stereo not given)
28: COc1cc(/C=N/n2cnnc2)ccc1OC(=O)c1ccco1
29: O=C(CN1CCCC1)Nc1ccc(-c2nc3cc(NC(=O)CN4CCCC4)ccc3o2)cc1
30: Cc1cc(N2C(=O)C(O)=C(C(=O)c3ccc(C)o3)C2c2cccs2)no1 (stereo not given)
assay / compound	21	22	23	24	25	26	27	28	29	30
Runt-SMMHC FRET	0	-1	5	-1	0	1	3	0	5	-2
KLK5 inh	2	-3	-7	-1	1	-9	1	2	-9	3
Hck-Nef inh	20	17	1	1	10	-3	1	-35	8	0
thrombin 1536	-8	-5	-7	0	6	-5	-1	0	1	2
14-3-3 Bad PPI	4	-13	0	3[fluorescence artefact?]	-5	-1	11	-2	6	8
Runt-CBFb FRET	1	0	1	1	1	1	0	0	0	5
Wee1 degr inh	1	-2	0	-3	-3	-2	1	5	0	1
FXIa inh 1536	-2	-5	5	6	1	-2	0	0	16	15
FXIIa inh	9	0	9	-1	11	6	-4	10	22	20

31: COc1ccc(N2C(=O)C(CN3CCN(C)CC3)C2c2ccccc2)cc1 (stereo not given)
32: CCNc1cc2oc(=O)c(CN3CCOCC3)c(C)c2cc1C
33: O=C(COc1ccccc1N1C(=O)C2C3C=CC(C3)C2C1=O)c1ccccc1 (stereo not given)
34: O=S(=O)(Nc1nccs1)c1ccc(F)cc1
35: O=C(O)CSc1nnc(-c2ccco2)o1
36: Cc1ccccc1NS(=O)(=O)c1ccc(OCC(=O)NCc2ccco2)cc1
37: C=CCn1c(N)c(C(=O)NCc2cccnc2)sc1=S
38: CNc1nc(Oc2ccccc2C(=O)OC)nc(SC)n1
39: COC(=O)CSc1nnc(-c2sc3ccccc3c2Cl)o1
40: O=C(Nc1ccccc1C(=O)NCCN1CCOCC1)c1ccc(Cl)cc1Cl
assay / compound	31	32	33	34	35	36	37	38	39	40
Runt-SMMHC FRET	2	39	2	.	-3	3	-3	8	-1	-1
KLK5 inh	-29	18	-4	1	-17	0	6	0	14	-3
Hck-Nef inh	7	82*	4	17	1	7	-1	11	-1	18
thrombin 1536	1	2	1	-6	-8	-6	0	-5	12	-12
14-3-3 Bad PPI	-17	2[fluorescence artefact?]	-6	-13	-9	2	-7	-4	-1	-2
Runt-CBFb FRET	0	13	-1	.	-2	-1	2	-2	-3	0
Wee1 degr inh	0	2	-4	-1	0	-1	2	-1	-2	7
FXIa inh 1536	-5	7	-6	-2	-5	-3	-3	-8	20	-8
FXIIa inh	5	9	6	6	26	3	1	6	14	1

41: COc1ccc(C(=O)NC(CC(C)C)C(=O)O)cc1OC (stereo not given)
42: COCCCNC(=O)c1ccc(-n2nc(C(F)(F)F)cc2-c2cccs2)cc1
43: COCCCn1c(Cc2csc(Nc3ccc(F)cc3)n2)nnc1SCC(N)=O
44: O=C(c1ccccc1F)N1CCN=C1c1ccccc1
45: CCOC(=O)c1ccc(NC(=O)c2ccc(CN3CCOCC3)cc2)cc1
46: CN1CCN(c2ncc3c(n2)CC(c2ccccc2F)CC3=O)CC1 (stereo not given)
47: Cc1cccc(OP(=O)(Nc2c(C)n(C)n(-c3ccccc3)c2=O)Oc2cccc(C)c2)c1
48: COc1ccccc1C(=O)N1CCN(c2ccccn2)CC1
49: CCOC(=O)C1=C(C)N(C)C(=O)NC1c1c(C)nn(-c2ccc(C)cc2)c1Cl (stereo not given)
50: COc1ccc(-n2nc([N+](=O)[O-])c(=NCCC3=CCCCC3)n2O)cc1
assay / compound	41	42	43	44	45	46	47	48	49	50
Runt-SMMHC FRET	-9	-6	2	2	-4	0	3	-2	-6	-4
KLK5 inh	-6	2	-11	8	0	4	-4	-11	1	1
Hck-Nef inh	-1	11	8	22	6	16	-2	0	8	-8
thrombin 1536	-2	1	-5	-5	-5	-5	-2	-1	-3	-2
14-3-3 Bad PPI	-3	1	-6	-3	11	5	0[fluorescence artefact?]	-10	28	-12
Runt-CBFb FRET	2	0	0	-1	-1	2	-2	2	-1	-5
Wee1 degr inh	0	-1	-2	8	-2	-1	-3	1	-2	0
FXIa inh 1536	2	2	-18	-2	-1	1	-4	-2	-2	-3
FXIIa inh	9	15	5	12	-2	7	2	7	2	4

51: O=C(CSCc1c(F)cccc1Cl)NCc1ccco1
52: Cn1c(SCC(=O)NC2CC2)nnc1-c1cccc(NC(=O)c2ccccc2F)c1
53: CCc1ccccc1NC(=O)CSC1=C(C#N)C(c2ccc3c(c2)OCO3)C2=C(CCCC2=O)N1 (stereo not given)
54: Cc1cc(C)c2cc(C#N)c(N3CCCC3)nc2c1
55: CCNC(=O)CN1C(=O)NC(CCc2ccccc2)C1=O (stereo not given)
56: COc1ccc(CCNC(=S)NC(=O)c2c(-c3ccccc3Cl)noc2C)cc1OC
57: CSc1ccc(/C=N/n2c(Cc3ccc(Br)cc3)n[nH]c2=S)cc1
58: O=C(COC(=O)c1ccc2ccccc2n1)Nc1ncc(C(F)(F)F)cc1Cl
59: COc1cc(O)c(C(CC(=O)N2CCCC2)c2cc(OC)c(OC)c(OC)c2)c(OC)c1 (stereo not given)
60: O=S(=O)(CCOc1ccccc1)c1nc2ccccc2[nH]1
assay / compound	51	52	53	54	55	56	57	58	59	60
Runt-SMMHC FRET	3	5	3	38	2	1	7	2	-1	0
KLK5 inh	-3	-3	-4	-24	-14	10	-1	2	1	-2
Hck-Nef inh	0	-1	2	4	1	1	14	0	27	-1
thrombin 1536	6	-7	1	1	-3	-8	-26	0	2	-3
14-3-3 Bad PPI	0	-4	-2	-3	-2	-3	-17	2[fluorescence artefact?]	-4	21
Runt-CBFb FRET	3	2	11	11	-2	0	2	2	0	2
Wee1 degr inh	-3	0	0	0	2	6	11*	-2	.	0
FXIa inh 1536	3	-3	-4	5	-3	1	-6	2	2	0
FXIIa inh	16	3	9	17	2	5	9	15	7	7

# Compounds as they come. About 4.2% of those tested had a hit in this group.
